GCN5L2 inh: GCN5L2 (KAT2A) acetyltransferase inhibition; Q92830; GCN5L2 HAT assay, ThioGlo1 CoA-SH fluorescence; Potency, µM (highest dose often 58.9 µM), for inactives: top-dose activity change, negative = inhibition, most hits filed as inhibitors; actives 0.21% (n = 390,000); AID 504327
Target sequence (Q92830 whole entry, looked up): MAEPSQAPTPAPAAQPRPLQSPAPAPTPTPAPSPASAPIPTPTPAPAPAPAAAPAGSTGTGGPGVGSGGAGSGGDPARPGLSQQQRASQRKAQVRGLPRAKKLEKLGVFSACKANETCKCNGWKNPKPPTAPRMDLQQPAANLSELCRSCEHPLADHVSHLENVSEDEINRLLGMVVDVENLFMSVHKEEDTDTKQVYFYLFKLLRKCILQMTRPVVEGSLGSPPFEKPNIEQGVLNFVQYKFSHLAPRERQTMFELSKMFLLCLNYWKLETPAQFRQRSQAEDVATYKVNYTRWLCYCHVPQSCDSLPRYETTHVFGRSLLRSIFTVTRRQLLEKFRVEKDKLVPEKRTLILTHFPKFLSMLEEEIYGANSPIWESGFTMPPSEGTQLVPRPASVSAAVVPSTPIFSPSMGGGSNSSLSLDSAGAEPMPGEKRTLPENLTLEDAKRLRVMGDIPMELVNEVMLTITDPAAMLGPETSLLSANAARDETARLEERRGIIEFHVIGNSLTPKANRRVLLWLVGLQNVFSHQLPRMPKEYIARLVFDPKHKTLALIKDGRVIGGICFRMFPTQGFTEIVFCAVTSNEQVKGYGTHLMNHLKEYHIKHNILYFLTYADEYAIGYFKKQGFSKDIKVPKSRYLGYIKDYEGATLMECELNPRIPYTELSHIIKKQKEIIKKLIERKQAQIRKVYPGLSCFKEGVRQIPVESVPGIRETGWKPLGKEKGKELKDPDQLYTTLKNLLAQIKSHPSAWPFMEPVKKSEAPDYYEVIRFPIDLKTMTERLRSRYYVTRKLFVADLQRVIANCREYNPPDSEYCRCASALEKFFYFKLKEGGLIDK
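GCN5L2 (20nM final) in 50mM HEPES, 0.1mM EDTA pH 7.5, 0.01% Tween-20 was preincubated 15 min at room temperature with compound, then given ThioGlo1 (50uM), H3(1-25) peptide (75uM) and acetyl-CoA (70uM); CoA-thiol fluorescence (Ex340/Em540) was read at 0 and 20 min.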
TDP1 cell noCPT: qHTS for Inhibitors of human tyrosyl-DNA phosphodiesterase 1 (TDP1): qHTS in cells in absence of CPT; actives 15% (n = 420,000); DT40 Tdp1-/- hTDP1 cells, no CPT, ATP luminescence, 48 h; Potency, µM (series often up to 46.2 µM), for inactives: top-dose activity change, negative = growth inhibition, hits mostly inhibitors; also: nearly all actives have a fitted effect of over 55% in size
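Readout: luminescence from CellTiter-Glo after 30 min in the dark at RT. Cells: DT40 Tdp1-/- with stable hTDP1, 400/well. Exposure: compounds alone, ≥48 hr, 37 °C.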
DT40 TDP1 CPT: DT40-hTDP1 cell growth loss with CPT | chicken DT40 Tdp1-/-;hTDP1 cells + 20 nM CPT, ATP luminescence, 48 h | Potency, µM (series often up to 46.2 µM), for the others: at the highest dose activity change, negative = growth inhibition, usual class: inhibitors | actives 12% (n = 420,000); also: nearly all actives have a fitted effect of over 55% in size
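Cell growth measured by CellTiter-Glo luminescence after a minimum 48 h, 37 C compound exposure with 20 nM CPT in Tdp1-knockout DT40 cells stably expressing hTDP1, seeded 400/well; qHTS titration format.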
Numbers without * were called inactive; ? = inconclusive; · = no result given; [ ] = remark or other dose. Calls follow the shape of the dose curve; as a rule, active = well fitted curve in the direction sought with a large enough effect; inconclusive = small, poorly fitted or top-dose-only effect, or another doubt; inactive = no such curve, though single readings can be large; an effect the other way counts as inactive or inconclusive. % is scaled to controls: 0 for no effect and ±100 for the full control effect; potency is read from the fitted curve at half-maximal effect.

SMILES	GCN5L2 inh	TDP1 cell noCPT	DT40 TDP1 CPT
CCOC(=O)Cn1c(CN2CCN(C(c3ccccc3)c3ccccc3)CC2)nc2c1c(=O)n(C)c(=O)n2C	-14%	23µM*	?
CCOC(=O)c1c(NC(=O)Cn2cnc([N+](=O)[O-])n2)sc2c1CCC(C)C2 (configuration not stated)	-2%	-17%	-24%
Cc1ccc(CCNC(=O)c2nnc(Cc3cccc(F)c3)o2)cc1	-18%	-28%	?
COc1ccc(S(=O)(=O)NCCc2sc3nc(-c4ccc(C)cc4)nn3c2C)cc1C	-6%	?	?
COc1ncccc1C(=O)N1CCOc2ccc(C(O)C(c3ccccc3)c3ccccc3)cc2C1 (configuration not stated)	·	?	-5%[9.04 µM]
CCOC(=O)c1c(C)oc2c1c(C(c1cccnc1)N1CCOCC1)c(O)c1ccccc12 (configuration not stated)	-18%	18µM*	?
O=C(Nc1ccc(Oc2ccccc2)cc1)c1ccc2sc([C@H]3C[C@H](O)[C@@H](CO)O3)nc2c1	·	21µM*	?
CC1(C)CC(=O)C=C(c2cccc(OC(=O)c3ccc(-c4ccccc4)cc3)c2)C1=O	·	?	-8%
O=C(CSc1c2c(nc3ccc(Cl)cc13)CCCC2)NCc1ccccc1Cl	1%	23µM*	15µM*
COC(=O)CCN(C(=O)c1ccc(C)c([N+](=O)[O-])c1)c1ccccn1	-11%	1%	-16%
N#CCCn1c(=O)c(CCc2ccccc2)nc2cnc(N3CCOCC3)nc21	-10%	-2%	-3%
COc1ccc(NC(=S)N(CCN(C)C)C(C)c2ccco2)cc1 (configuration not stated)	2%	-27%	-1%
COCC(C)n1c(C)cc(C(=O)CSc2nnnn2C2CCCC2)c1C (configuration not stated)	-8%	?	-22%
CN1C(=O)c2ccccc2C(C(=O)O)C1c1cccc(Cl)c1 (configuration not stated)	3%	14%	-15%
O=C(CN1C(=O)C2CCCCN2C(=O)c2ccccc21)N1CCCc2ccccc21 (configuration not stated)	-1%	-22%	-17%
c1ccc(N=P(N2CCOCC2)(N2CCOCC2)N2CCOCC2)cc1	4%	-8%	-11%
Cc1coc(C)c1C(=O)CC1(O)C(=O)N(C)c2ccc(Cl)cc21 (configuration not stated)	-13%	-17%	3%
Cc1csc(NC(=O)c2cccc(Cn3nc(C)c(Br)c3C)c2)n1	-1%	?	-27%
CS(=O)(=O)N(CC(=O)N/N=C/c1ccccc1C(=O)O)c1cccc(Cl)c1Cl	8%	0%	-14%
COc1ccccc1N1CCN(Cc2nnc(-c3ccccc3C)o2)CC1	0%	?	-24%
O=C1c2ccccc2C(=O)N1CN(C(=O)c1ccccc1[N+](=O)[O-])c1ccc(F)cc1	-9%	-18%	2%
COC(=O)CSc1nnc(CNC(=O)c2cccc(C)c2)n1-c1ccccc1OC	0%	3%	0%
Cc1cc([N+](=O)[O-])cc2c1NC(=O)C2(O)N1CCCC(C)C1 (configuration not stated)	1%	-8%	1%
Cc1ccc(/C=C2/NC(=O)N(c3ccccc3)C2=O)o1	?	16µM*	10µM*
COCC(C)NC(=O)c1cc2cc(OC)ccc2[nH]1 (configuration not stated)	-10%	-4%	6%
O=C(C[C@H]1C[C@H]2c3cc(NS(=O)(=O)c4ccc(F)cc4)ccc3O[C@H]2[C@H](CO)O1)NCc1cc(F)ccc1F	·	18µM*	16µM*
CCCCCN(C(=O)CCC(=O)OCC(=O)N1CCCCC1C)c1c(N)n(CCCC)c(=O)[nH]c1=O (configuration not stated)	2%	11%	-1%
Cc1cc(C)c(NC(N)=S)c(C)c1	-2%	7%	6%
COc1ccc(S(=O)(=O)Nc2ccc3cn[nH]c3c2)cc1[N+](=O)[O-]	-6%	-27%	-29%
CC(=O)N1c2ccc(S(=O)(=O)NCC3CCC(C(=O)NCc4ccc(C)cc4)CC3)cc2CC1C (configuration not stated)	-9%	15µM*	21µM*
CC(=O)OCC1=C(C(=O)OC(C)(C)C)N2C(=O)[C@@H](NC(=O)Cc3ccccc3)[C@H]2SC1	·	-20%	?
C[N+](C)(CCCCCC[N+](C)(C)C1c2ccccc2-c2ccccc21)C1c2ccccc2-c2ccccc21	·	?	?
Cc1cccc(NC(=O)c2cc3c(n(-c4ccccc4)c2=O)CCCC3=O)n1	2%	-7%	-4%
Cn1c(=O)c2c(nc(CN3CCN(c4ccccc4)CC3)n2CCN2CCOCC2)n(C)c1=O	-4%	-24%	-11%
Cc1nc(C(F)(F)F)c(C(=O)N=CN(C)C)s1	-10%	-8%	-2%
O=c1c(-c2cccs2)nc2cnc(N3CCOCC3)nc2n1Cc1cccs1	-16%	-8%	-16%
O=c1[nH]c(-c2cccs2)nc2ccccc12	3%	-14%	-23%
CN1CCN(CCC(=O)N2c3ccccc3Sc3ccc(Cl)cc32)CC1	2%	?	?
CC(=O)N1c2ccccc2CCc2ccc([N+](=O)[O-])cc21	-24%	2%	7%
CCC(=O)Nc1ccc(/C=C(\C(C)=O)C(=O)c2ccccc2)cc1	-7%	23µM*	?
CCN(Cc1nc2ccccc2c(=O)[nH]1)C(=O)COc1ccccc1Cc1ccccc1	-10%	4.1µM*	4.6µM*
O=C1c2ccccc2C(Cc2ccncc2)(Cc2ccncc2)c2ccccc21	-12%	?	-35%
CCOC(=O)C(Cc1ccccc1)NC(=O)CCCC(=O)c1ccccc1 (configuration not stated)	21%	-6%	-1%
Cn1c(SCC(=O)Nc2ccc(Cl)cc2)nnc1C1CC1	-3%	5%	-3%
COc1ccc(OCC(=O)NCc2nc(-c3ccccc3)no2)cc1	·	-12%	-7%
COc1ccccc1NC(=O)CN1C(=O)NC2(CCCc3ccccc32)C1=O (configuration not stated)	-13%	11%	-7%
CCOC(=O)Cc1csc(NS(=O)(=O)c2cc(Cl)ccc2Cl)n1	-26%	?	7%
CCc1ccc(-n2nnc(-c3nc(-c4cccs4)no3)c2N)cc1	-6%	?	-28%
O=S(=O)(NCC1CCCO1)c1ccc(-c2ccc(Cl)cc2)cc1 (configuration not stated)	-1%	13µM*	12µM*
O=C(NCc1ccco1)/C(=C/c1ccc([N+](=O)[O-])cc1)NC(=O)c1ccco1	0%	3%	9%
Clc1ccc(CN2CCCCCCC2)cc1Cl	-13%	?	-21%
O=C(Nc1ccc2oc(-c3cccnc3)nc2c1)c1ccc2c(c1)OCCO2	-9%	?	?
CC(C)(C)C(=O)N1CCN(CCN2C(=O)c3cccc4cccc(c34)C2=O)CC1	-3%	-28%	-23%
O=C(COC(=O)/C=C/c1ccc(Cl)cc1)NCCc1ccccc1	-10%	3%	2%
Cc1no[n+]([O-])c1COc1cccc(/C=C2\N=C(c3ccccc3)OC2=O)c1	2%	1%	-8%
CCOC(=O)C1=C(C)Nc2ccccc2N=C1N	-9%	11%	-2%
CCOC(=O)c1c(C)[nH]c(C)c1S(=O)(=O)N(C)CC(=O)NCc1cccc(C)c1	-7%	-10%	-30%
CSc1ncccc1C(=O)NCC1Cc2cc(-c3cnccn3)cc(Cl)c2O1 (configuration not stated)	·	?	?
CC(C)n1c(=S)[nH]c2ccccc2c1=O	26%	?	-7%
Cc1noc(C)c1C(=O)N1CCC1(C)C(=O)NS(=O)(=O)Cc1cccc(Cl)c1 (configuration not stated)	·	-1%	-9%

The last 3 compounds of the section above come first, to join the parts.
SMILES	GCN5L2 inh	TDP1 cell noCPT	DT40 TDP1 CPT
CSc1ncccc1C(=O)NCC1Cc2cc(-c3cnccn3)cc(Cl)c2O1 (configuration not stated)	·	?	?
CC(C)n1c(=S)[nH]c2ccccc2c1=O	26%	?	-7%
Cc1noc(C)c1C(=O)N1CCC1(C)C(=O)NS(=O)(=O)Cc1cccc(Cl)c1 (configuration not stated)	·	-1%	-9%
Cc1c([N+](=O)[O-])c(C(=O)NC2CCCC2)nn1C	15%	1%	-7%
CCCCSCCCNC(=O)c1c[nH]c2ccc(S(=O)(=O)Nc3cccc(OC)c3)cc2c1=O	-12%	21µM*	21µM*
CC(=O)N1CCC(=NNC(=O)c2cc3ccccc3cc2O)CC1	-7%	?	-24%
CCCCOC(=O)c1ccc(NC(=O)C(CCS(C)(=O)=O)NC(C)=O)cc1 (configuration not stated)	3%	-2%	11%
CCN(CC)S(=O)(=O)c1cccc(-c2nnc(C(=O)c3ccc(C(F)(F)F)cc3)o2)c1	-2%	-21%	-28%
C=Cc1ccc(C(=O)N2CCCC(CCC(=O)N3CCN(c4ccccn4)CC3)C2)cc1 (configuration not stated)	-10%	-9%	-18%
O=C(Nc1nccs1)C12CC3CC(C1)CC(C(=O)Nc1nccs1)(C3)C2	2%	-87%	?
NC(=O)C1CCN(C(=O)c2cc3ccccc3cc2O)CC1	-9%	-15%	-9%
Cc1ccc2c(CC(=O)NCCc3ccc(S(N)(=O)=O)cc3)coc2c1	1%	9%	-5%
O=C(COC(=O)c1ccco1)Nc1nc2c(F)c(F)c(F)cc2s1	-15%	4%	-8%
O=C(Cn1c(=O)[nH]c2ccccc2c1=O)Nc1cccnc1	1%	-16%	10%
COc1cc(Cl)ccc1OCc1cc(C(=O)N2CCC(N(C)C)C2)no1 (configuration not stated)	-4%	13%	-23%
Cc1ccc2c(c1)C1CN(C)CCC1N2C(=S)Nc1ccc(Cl)cc1Cl (configuration not stated)	1%	1%	4%
COc1ccc(NC(=O)C(c2ccccc2)N(C)C(=O)/C=C\c2ccc3c(c2)OCO3)cc1 (configuration not stated)	-9%	?	?
COc1ccccc1NC(=O)Cn1cnc2c1c(=O)n(C)c(=O)n2C	1%	-6%	8%
Cc1ccc(C)c(CN2CCCN(CC(=O)Nc3ccc(C)c(C)c3)S2(=O)=O)c1	-3%	16µM*	?
N#Cc1c(C#N)c(O)c2ccccc2c1O	-8%	-21%	-14%
CCc1nc(SCC(=O)Nc2ccccc2Cl)n[nH]1	-5%	-18%	23%
Cc1ccc(C(C)NC(=O)c2ccc3c(c2)OCCO3)cc1C (configuration not stated)	-1%	?	?
CCn1c(CC(=O)Nc2ccc(Cl)c(Cl)c2)nnc1SCc1ccc(Cl)cc1	-1%	-19%	-5%
Cc1cc(C)cc(NC(=S)NCC2CCN(C(C)c3ccccc3)C2)c1 (configuration not stated)	-1%	?	?
CNc1cncc(-c2ccc(NS(C)(=O)=O)cc2)n1	·	4.1µM*	2.9µM*
CCc1ccc(NC(=O)c2cnc3c(-c4ccccc4)c(C)nn3c2C)cc1	-5%	?	?
NC(=O)CSc1nnc(-c2cccc(S(=O)(=O)N3CCOCC3)c2)o1	·	-10%	-6%
Cc1nc(Nc2ccccc2F)c2nnn(Cc3ccccc3Cl)c2n1	-3%	-2%	-16%
COCc1cc(C)nc(N2CCCCC2)c1C#N	0%	2%	0%
COc1ccc(-c2csc(C(C)(O)c3cccnc3)n2)cc1 (configuration not stated)	·	21µM*	16µM*
O=C(Nc1nc(-c2ccc(F)c(F)c2)cs1)Nc1ccc(F)cc1F	-17%	0.65µM*	1.6µM*
O=C(NN1CCOCC1)c1ccccc1	-1%	12%	5%
CCCn1c(SC(C)C(=O)NCC2CCCO2)nc2cc(Cl)ccc2c1=O (configuration not stated)	-4%	?	?
C[C@H](CO)N1C[C@H](C)[C@@H](CN(C)C(=O)Nc2ccccc2)Oc2c(NC(=O)NC3CCCCC3)cccc2C1=O	-3%	-1%	?
CC(C)c1cc(N=O)cc(C(C)C)c1O	·	?	?
CCOC(=O)c1c(C)c(C(=O)O)n(C)c1C	-4%	13%	-1%

Of the compounds above, these have an NH in an aromatic ring:
SMILES	GCN5L2 inh	TDP1 cell noCPT	DT40 TDP1 CPT
COCC(C)NC(=O)c1cc2cc(OC)ccc2[nH]1 (configuration not stated)	-10%	-4%	6%
CCCCCN(C(=O)CCC(=O)OCC(=O)N1CCCCC1C)c1c(N)n(CCCC)c(=O)[nH]c1=O (configuration not stated)	2%	11%	-1%
COc1ccc(S(=O)(=O)Nc2ccc3cn[nH]c3c2)cc1[N+](=O)[O-]	-6%	-27%	-29%
O=c1[nH]c(-c2cccs2)nc2ccccc12	3%	-14%	-23%
CCN(Cc1nc2ccccc2c(=O)[nH]1)C(=O)COc1ccccc1Cc1ccccc1	-10%	4.1µM*	4.6µM*
CCOC(=O)c1c(C)[nH]c(C)c1S(=O)(=O)N(C)CC(=O)NCc1cccc(C)c1	-7%	-10%	-30%
CC(C)n1c(=S)[nH]c2ccccc2c1=O	26%	?	-7%
CCCCSCCCNC(=O)c1c[nH]c2ccc(S(=O)(=O)Nc3cccc(OC)c3)cc2c1=O	-12%	21µM*	21µM*
O=C(Cn1c(=O)[nH]c2ccccc2c1=O)Nc1cccnc1	1%	-16%	10%
CCc1nc(SCC(=O)Nc2ccccc2Cl)n[nH]1	-5%	-18%	23%

Compounds as they come; any-hit rate near 18%.
